DNA FID counter = counter-screen for HCV NS3 helicase inhibitors: DNA intercalator displacement; DNA fluorescent intercalator displacement, fluorescence; inhibition, % at 7.9 µM; 290,000 compounds, 0.17% hits; AID 1845; in the data active = inhibition above about 37%;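 also: 0% = vehicle and 100% = reference compound; higher means more ethidium bromide displaced from hairpin DNA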
NALP1 inh = NALP1 inhibition | S. cerevisiae NALP1/ASC/caspase-1 growth, X-gal OD620, 72 h | inhibition, % at 10 µM | 280,000 compounds, 0.61% hits | AID 2071; in the data active = inhibition mostly above about 24%, no sharp cut-off; inactive = mostly below about 32%; also: some compounds called inactive have numbers as strong as hits
IMP-1 inh = inhibitors of Pseudomonas aeruginosa IMP-1 metallo-beta-lactamase; 290,000 compounds, 0.45% hits; purified IMP-1, nitrocefin hydrolysis, epi-absorbance fluorescence; inhibition, % at 5.6 µM;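 active = inhibition above the mean plus 3 SD of all compounds in the same screening run, cut at about 4.5% in these data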;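 also: 0% = IMP-1 with DMSO and 100% = DMSO wells lacking enzyme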
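Assay system: purified recombinant IMP-1 beta-lactamase. Input: IMP-1 0.2 nM before substrate addition. Buffer or medium: Zinc- and detergent-supplemented HEPES buffer, pH 7.1. Schedule: 25 °C, 15 min preincubation, 25 min reaction. Signal: Epi-absorbance fluorescence, 480 nm excitation, 530 nm emission. Evaluation: percent inhibition from optical density relative to buffer-blank wells.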
PfM18AAP inh = PfM18AAP enzyme inhibition; recombinant PfM18AAP, H-Glu-NHMec fluorogenic cleavage; inhibition, % at 7.35 µM; 290,000 compounds, 1.2% hits; AID 1822;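 active = inhibition above the campaign mean inhibition over all tested compounds plus 3 SD, cut at about 28% in these data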;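 also: 0% = plate median of test compound wells and 100% = 2 mM ZnCl2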
MEKK2 mut-MEK5 = signal of MEK5 binding to mutant human MEKK2 PB1 domain | bead flow cytometry, Alexa488-MEK5 binding to MEKK2 mutant | percent response, % at 10 µM | 290,000 compounds, 0.35% hits | AID 1530; in the data active = percent response above about 24%, passing the limit was not always enough; also: inactives centre near 1; some results filed as inactive read as strong as hits
NS3 helicase inh = inhibitors of Hepatitis C virus NS3 helicase. inhibition, % at 10.9 µM. AID 1800. 290,000 compounds, 0.56% hits. NS3 helicase DNA unwinding, Cy5 molecular beacon fluorescence;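 active = inhibition above the mean of all tested compounds plus 3 SD, set per campaign, cut at about 35% in these data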;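 also: 0% = DMSO wells and 100% = thioflavine S control wells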
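assay system = NS3 helicase fragment of HCV | buffer or medium = MOPS pH 6.5, MgCl2, DTT, Tween20, BSA | timing = 60 min unwinding reaction at 25 °C after ATP addition | signal = Cy5 beacon fluorescence read at start and 1 h | read-out basis = % inhibition of unwinding | control set = low DMSO, high thioflavine S at 110 µM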
VIM-2 inh = inhibitors of Pseudomonas aeruginosa VIM-2 metallo-beta-lactamase; inhibition, % at 5.6 µM; AID 1527; purified VIM-2, nitrocefin hydrolysis, epi-absorbance fluorescence; 290,000 compounds, 0.89% hits;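 active = inhibition above the mean of all tested compounds plus 3 SD, cutoff set per screening run, cut at about 7.5% in these data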;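 also: red hydrolysis product quenches plate fluorescence so inhibitors raise well fluorescence; 0% = enzyme with DMSO and 100% = DMSO without enzyme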
MEKK2 WT-MEK5 = raises or lowers MEK5 binding to wildtype human MEKK2 PB1 domain. Q9Y2U5. bead flow cytometry, Alexa488-MEK5 binding to MEKK2 WT; actives lie on both sides. binding response (% of control), % at 10 µM. 290,000 compounds, 1.1% hits. AID 1531; in the data active = binding response below about 67% or above about 130%
UBC9 SUMO inh = blocks human SUMOylation mediated by UBC9 | P63279 | HTRF SUMOylation assay, SAE1/SAE2 + UBC9, in vitro | inhibition, % at 35 µM | 290,000 compounds, 0.36% hits; in the data active = inhibition above about 50%, passing the limit was not always enough; also: strong numbers were not always called active
Target sequence (P63279 whole entry, looked up): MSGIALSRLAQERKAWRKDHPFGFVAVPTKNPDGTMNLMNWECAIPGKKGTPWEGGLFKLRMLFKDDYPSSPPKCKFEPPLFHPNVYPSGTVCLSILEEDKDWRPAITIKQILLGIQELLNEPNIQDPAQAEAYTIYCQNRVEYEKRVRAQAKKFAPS
* marks the source's active call; other numbers are inactive results; x = not tested or not shown.

SMILES	DNA FID counter	NALP1 inh	IMP-1 inh	PfM18AAP inh	MEKK2 mut-MEK5	NS3 helicase inh	VIM-2 inh	MEKK2 WT-MEK5	UBC9 SUMO inh
NC(N)=NC(N)=Nc1ccc(O)cc1	-4.6	18.9	0.0	5.5	-9.0	0.4	-1.7	95.0	14.2
COc1ccc(N2CCN(S(=O)(=O)CCNC(=O)c3cc(=O)c4ccccc4o3)CC2)cc1	-14.6	31.1	-0.4	-6.1	0.0	2.0	0.1	103.0	12.1
COc1ccc(C2=NOC(C(=O)O)C2)cc1 (stereo not drawn)	3.5	4.7	-2.6	-2.9	-2.0	4.5	-2.9	94.0	16.9
Cc1c(F)cccc1NS(=O)(=O)c1ccc2c(c1)NC(=O)CO2	-0.7	-2.6	-3.0	-3.1	-6.0	1.3	1.3	93.0	7.3
CN(C)c1ccc(NC(=O)CC(NCc2ccccn2)C(=O)O)cc1 (stereo not drawn)	-5.1	15.1	-2.6	-4.4	0.0	-2.2	-0.8	101.0	-28.0
CC(=O)Oc1ccc(/C=N/NC2=NS(=O)(=O)c3ccccc32)cc1	-8.9	-6.3	-2.7	5.3	12.0	34.6	-2.6	112.0	13.1
CCOc1cc(CNn2nnnc2N)cc(Cl)c1OCC(=O)NC(C)(C)C	-25.3	11.4	-0.4	-2.0	-7.0	-3.0	-1.6	94.0	-6.1
N#Cc1cc(Cl)c(N2CCOCC2)cc1C#N	-7.4	32.7	-2.7	2.1	4.0	2.2	-3.5	106.0	2.1
CC1=CC(C)C(C(=O)O)C(C(=O)N2CCN(C)CC2)C1 (stereo not drawn)	-7.3	13.2	-1.8	1.8	0.0	-0.6	9.3*	105.0	17.0
Cc1occc1-c1nnc(SCC(=O)N(C)CCC#N)n1N	-8.6	-3.4	-6.4	6.5	14.0	0.9	-1.8	103.0	4.8
Cc1cccc(NC(=O)CN2CCc3cc4c(cc3C2)OCCCO4)c1	5.2	-4.5	-1.8	20.3	5.0	-11.9	-0.1	104.0	7.3
CN(/N=C/c1ccc(C(C)(C)C)cc1)C1=NCCN1	6.0	4.1	-0.8	-4.9	3.0	6.2	-1.6	104.0	27.2
CSc1nsc(SCC(=O)NC2CCCCC2)n1	-11.1	0.8	-3.1	-6.4	13.0	8.1	-3.0	107.0	-4.7
Cc1ccc(N(C(=O)c2csnn2)C(C(=O)NC2CCCC2)c2ccccn2)c(C)c1 (stereo not drawn)	-27.3	-1.2	0.0	-1.1	-2.0	0.0	-2.3	103.0	0.8
CC(=O)NCCOc1nc(N(C)C)nc(N(C)C)n1	2.0	-23.6	-2.0	5.0	7.0	2.1	-3.0	107.0	7.9
COc1ccc(-c2nc3ccccc3c(=O)n2NC(=O)c2cccnc2Cl)cc1OC	-5.2	26.3	-2.2	-4.7	-2.0	-4.4	0.2	93.0	-5.8
CN(Cc1nccn1C)C(=O)CCc1nnc(CCC2CCCCC2)o1	0.9	-7.1	-3.1	-4.2	-7.0	0.6	-6.1	100.0	17.2
C/C(=N\NC(=O)Cc1ccccc1Cl)c1cccnc1	-7.1	6.8	-1.1	-6.4	1.0	2.8	0.0	100.0	5.4
NC(=O)CCCC1=NS(=O)(=O)c2ccccc2N1	0.3	-16.1	-3.5	-3.5	2.0	2.2	-1.1	105.0	-1.7
COc1cccc(C2=NOC(C(=O)NC3CCCCC3)C2)c1 (stereo not drawn)	-16.2	28.1	-2.9	7.8	10.0	3.9	-1.5	105.0	16.2
CCNS(=O)(=O)c1ccc(NC(=O)Nc2ccc3c(c2)OCO3)cc1	-4.8	-14.5	-1.9	-6.6	-7.0	-5.3	-0.8	94.0	-12.0
COc1ccc(N2CCN(C(CNC(=O)c3ccc4c(c3)OCO4)c3cccnc3)CC2)cc1 (stereo not drawn)	-17.3	16.9	-0.8	-4.7	-2.0	-1.1	-0.6	98.0	-0.4
Cc1cccc(N2C(=O)C3CC3C2=O)c1 (stereo not drawn)	-2.1	-13.9	0.6	-1.3	-7.0	-8.3	1.8	95.0	6.6
Cn1c(=O)c2c(ncn2CC(=O)OCC(=O)Nc2cccc(Cl)c2)n(C)c1=O	11.1	-3.9	-2.1	2.6	-8.0	-20.8	3.6	87.0	-3.7
N/C(CS(=O)(=O)c1ccccn1)=N\OC(=O)c1ccc(Cl)cc1	-4.2	-6.5	-2.4	1.8	1.0	1.1	-2.4	99.0	-10.8
COc1ncccc1-c1nnn(-c2ccc(Cl)c(Cl)c2)n1	-3.5	5.5	-2.2	2.2	-1.0	-0.8	-2.0	100.0	3.7
COc1ccc(-n2c(C)cc(/C=C3\C(=N)N4N=C(CC(=O)N5CCOCC5)SC4=NC3=O)c2C)cc1	-53.4	26.1	1.4	9.3	-6.0	28.8	-0.5	81.0	7.2
O=C(O)C1(c2ccccc2)CCN(S(=O)(=O)c2ccc(F)c(F)c2)CC1	-15.2	1.9	0.2	2.6	0.0	24.2	0.6	102.0	4.7
CC1CCCCN1S(=O)(=O)c1ccc(C(=O)N(CCCN(C)C)c2nc3cc4c(cc3s2)OCO4)cc1 (stereo not drawn)	35.1	26.0	-4.9	4.2	9.0	-35.9	-2.8	124.0	-0.6
COc1ccc(NC(=O)c2cccc(S(=O)(=O)Nc3ccc(Br)cc3)c2)cn1	11.8	21.1	-2.5	-2.6	7.0	18.5	0.1	115.0	-17.2
COC(=O)C1=CN(C2CC2)C=C(C(=O)OC)C1c1ccc(C(=O)OC)cc1	-10.2	22.8	-1.9	3.0	5.0	0.2	-1.6	104.0	24.0
CCOC(=O)CNC(=O)COc1ccc(Cl)cc1Br	-7.3	12.7	-2.5	2.8	-8.0	2.8	-1.6	91.0	25.1
CN(C)C(=O)CNC(=O)CN1C(=O)NC2(CCCc3sccc32)C1=O (stereo not drawn)	-6.0	-18.1	-1.0	-11.9	-1.0	-0.4	-0.4	98.0	4.0
O=C1CC(SCCO)C(=O)N1c1ccc(Oc2ccccc2)cc1 (stereo not drawn)	-9.0	37.3	-1.4	-4.1	-4.0	9.3	-1.4	96.0	-16.0
CC1CCCC(C)N1C(=O)COC(=O)CCc1nc2ccccc2c(=O)[nH]1 (stereo not drawn)	-42.1	29.0	-0.5	-2.5	1.0	2.5	-1.1	102.0	-7.4
COC(=O)c1ccc(N(CC(=O)NC2CCCCC2)C(=O)CNC(=O)c2ccco2)cc1	-31.6	-3.5	-2.6	0.7	5.0	-0.6	-5.9	106.0	-9.3
CC(C)Oc1cc(S(=O)(=O)N2CCCCC2)ccc1N	4.0	3.5	-1.3	1.3	-1.0	-18.1	-4.6	100.0	0.4
O=C(NCCCn1ccnc1)C(=O)NCC(c1cccnc1)N1CCN(c2ccc(F)cc2)CC1 (stereo not drawn)	-2.3	17.1	-3.0	0.8	9.0	-1.3	-0.5	100.0	18.9
CCOC(=O)C(=NC1CCS(=O)(=O)C1)NNc1cc(Cl)ccc1Cl (stereo not drawn)	-1.8	x	-0.5	-1.7	1.0	-3.6	0.5	92.0	6.0
O=c1ccn(-c2ccccc2)[nH]1	-1.1	14.1	-0.4	0.8	-3.0	-7.3	0.3	102.0	-1.6
CCOc1ccc2oc(=O)cc(CN3CCN(C(=O)c4ccco4)CC3)c2c1	-21.8	6.2	0.6	-8.2	-2.0	5.2	-0.7	103.0	23.9
Cc1cc2ccccn2c1C(=O)Nc1cccc(Cl)c1	-1.3	6.4	-0.9	1.0	-10.0	4.0	-4.4	86.0	-4.2
CC(=O)C1=C(C)NC(SCc2cccc([N+](=O)[O-])c2)=C(C#N)C1c1ccco1 (stereo not drawn)	-0.1	15.2	-2.9	32.2*	x	1.2	3.9	x	-10.6
CC(C)(C)NC(=O)C[n+]1ccc(C(N)=O)cc1	-7.3	-6.8	-3.1	-0.3	-28.0	1.9	-5.7	81.0	-13.2
O=[N+]([O-])c1ccc(NC(=S)NCC(c2cccnc2)N2CCOCC2)cc1 (stereo not drawn)	4.5	-4.6	-1.3	0.9	-5.0	4.3	-3.0	94.0	6.0
Cc1ccnc2nc(C(=O)NC3CCCc4ccccc43)nn12 (stereo not drawn)	-4.6	4.9	-1.3	-5.4	32.0	-1.2	-2.3	101.0	13.9
CCOC(=O)C1CCN(C(=O)COc2ccc(Cl)cc2C)CC1	-32.0	-1.2	-4.5	-5.5	10.0	-0.7	-1.6	104.0	3.5
CC1CCN(CCCn2c(=S)[nH]c3ccccc3c2=O)CC1	1.8	14.8	-2.0	3.0	9.0	10.4	-3.2	108.0	3.4

Copied from above (6 entries):
SMILES	DNA FID counter	NALP1 inh	IMP-1 inh	PfM18AAP inh	MEKK2 mut-MEK5	NS3 helicase inh	VIM-2 inh	MEKK2 WT-MEK5	UBC9 SUMO inh
CC(C)Oc1cc(S(=O)(=O)N2CCCCC2)ccc1N	4.0	3.5	-1.3	1.3	-1.0	-18.1	-4.6	100.0	0.4
O=C(NCCCn1ccnc1)C(=O)NCC(c1cccnc1)N1CCN(c2ccc(F)cc2)CC1 (stereo not drawn)	-2.3	17.1	-3.0	0.8	9.0	-1.3	-0.5	100.0	18.9
CCOC(=O)C(=NC1CCS(=O)(=O)C1)NNc1cc(Cl)ccc1Cl (stereo not drawn)	-1.8	x	-0.5	-1.7	1.0	-3.6	0.5	92.0	6.0
O=c1ccn(-c2ccccc2)[nH]1	-1.1	14.1	-0.4	0.8	-3.0	-7.3	0.3	102.0	-1.6
CCOc1ccc2oc(=O)cc(CN3CCN(C(=O)c4ccco4)CC3)c2c1	-21.8	6.2	0.6	-8.2	-2.0	5.2	-0.7	103.0	23.9
Cc1cc2ccccn2c1C(=O)Nc1cccc(Cl)c1	-1.3	6.4	-0.9	1.0	-10.0	4.0	-4.4	86.0	-4.2

(continued)
SMILES	DNA FID counter	NALP1 inh	IMP-1 inh	PfM18AAP inh	MEKK2 mut-MEK5	NS3 helicase inh	VIM-2 inh	MEKK2 WT-MEK5	UBC9 SUMO inh
Cc1cc(NC(=O)CSc2ncccn2)no1	-8.5	-45.5	-4.1	-4.0	-4.0	-5.2	-4.8	94.0	10.7
CC(C)=CCN1CCN(Cc2cnc(N3CCOCC3)s2)CC1CCO (stereo not drawn)	-3.9	-7.3	-1.9	-5.4	1.0	-2.1	-2.5	101.0	3.3
O=S(=O)(c1ccccc1)c1ncc(C(F)(F)F)cc1O	5.5	-3.6	-2.6	3.2	-11.0	-0.9	-5.3	82.0	-7.2
CCc1nnc2n1N=C(c1ccc(Cl)cc1)CS2	-16.4	0.9	-0.1	-3.8	-5.0	-5.3	0.4	98.0	5.8
COc1ccc(CCN2CC(C(=O)NCCc3cccnc3)CCC2=O)cc1 (stereo not drawn)	-13.1	4.0	0.1	-0.6	-6.0	2.4	-0.7	94.0	-2.9
CCOc1ccccc1CNC(=O)C1CCCN(c2nc3ccccc3o2)C1 (stereo not drawn)	-6.5	14.2	-7.1	6.9	-14.0	1.4	-2.3	74.0	17.0
CCSc1nc2c(c(-c3ccc(C)o3)c1C#N)CCCC2	1.1	14.2	-2.5	-0.8	13.0	-0.4	-1.6	103.0	11.4
Cc1ccccc1NS(=O)(=O)c1ccc2c(c1)NC(=O)CO2	-3.1	2.0	-3.3	-11.7	-9.0	-4.3	-0.6	96.0	6.5

Bioassay records: PubChem BioAssay, several laboratories
